Bioassay records deposited in PubChem BioAssay by several laboratories.
S1P4 antagonist – blocks the human S1P4 receptor. S1P4-expressing cells, antagonist mode, reporter read-out. inhibition, % at 4.98 µM. hit rate 0.26% among 220,000; in the data active = inhibition above about 29%;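 note: 0% = wells stimulated with agonist and 100% = vehicle wells without agonist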
PERK inh – inhibitors of human PERK kinase. Q9NZJ5. CHO PERK-DD fusion, SEAP luminescence translation reporter. inhibition, % at 5.6 µM. hit rate 0.17% among 220,000;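 active = inhibition above the mean inhibition of all tested compounds plus 3 SD, set separately per screening campaign, cut at about 2.9% in these data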;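 note: PERK kinase domain activated by AP20187 dimerizer at 100 nM; 0% = DMSO with dimerizer and 100% = rapamycin at 8.4 µM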
eIF4E-4G inh – blocks eIF4E binding to eIF4G; P63073+Q04637; hit rate 0.37% among 220,000; inhibition, % at 21.7 µM; TR-FRET eIF4E-eIF4GI(517-606) binding, 2 h; AID 782;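 active = inhibition above about 30%, limit read from the data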;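 note: 0% = full FRET control wells and 100% = background wells lacking eIF4GI fragment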
Ba/F3 V617F tox – reduce viability of Ba/F3 cells dependent on JAK2V617F | Ba/F3 EpoR-JAK2V617F viability, ATP luminescence | inhibition, % at 5.6 µM | hit rate 1.1% among 220,000 | AID 1446;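 active = inhibition above the campaign mean plus 3 SD over all tested compounds, cut at about 24% in these data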;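 note: cytokine-independent growth of Ba/F3 cells driven by EpoR plus mutant JAK2; 0% = DMSO-treated cells and 100% = JAK inhibitor I control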
NPY-Y2 PAM-ag – potentiators or agonists of human neuropeptide Y receptor Y2; P49146; cells expressing NPY-Y2, potentiator/agonist read-out; activation, % at 3.6 µM; hit rate 0.45% among 220,000; in the data active = activation above about 27%;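 note: cells stimulated with NPY near EC25 plus isoproterenol at EC100; 0% = vehicle plus submaximal agonist and 100% = vehicle plus saturating agonist; some results beyond the cut were filed as inactive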
Target sequence (P49146 whole entry, looked up): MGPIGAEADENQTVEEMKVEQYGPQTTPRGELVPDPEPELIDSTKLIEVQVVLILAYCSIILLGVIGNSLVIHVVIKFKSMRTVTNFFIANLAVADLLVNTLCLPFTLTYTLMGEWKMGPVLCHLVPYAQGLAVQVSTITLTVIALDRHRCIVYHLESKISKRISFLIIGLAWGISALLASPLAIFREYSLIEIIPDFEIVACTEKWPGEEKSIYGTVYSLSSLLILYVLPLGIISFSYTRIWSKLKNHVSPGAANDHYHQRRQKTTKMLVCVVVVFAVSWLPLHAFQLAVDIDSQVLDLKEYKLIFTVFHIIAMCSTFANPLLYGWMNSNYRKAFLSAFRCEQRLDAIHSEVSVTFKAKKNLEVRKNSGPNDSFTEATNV
Wee1 stabilizer – inhibitors of human Wee1 degradation; P30291; AID 1321; HeLa Luc-Wee1K328M stability, luciferase luminescence; 100% = proteasome inhibitor MG132 effect; hit rate 1.2% among 220,000; reporter increase, % at 5 µM;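 active = activation above the mean of all tested compounds plus 3 SD, set per screening run, cut at about 8.8% in these data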;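 note: cells exposed to compound for 20 h before luminescence read; 0% = DMSO alone and 100% = MG132 at 30 µM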
Target sequence (P30291 whole entry K328M): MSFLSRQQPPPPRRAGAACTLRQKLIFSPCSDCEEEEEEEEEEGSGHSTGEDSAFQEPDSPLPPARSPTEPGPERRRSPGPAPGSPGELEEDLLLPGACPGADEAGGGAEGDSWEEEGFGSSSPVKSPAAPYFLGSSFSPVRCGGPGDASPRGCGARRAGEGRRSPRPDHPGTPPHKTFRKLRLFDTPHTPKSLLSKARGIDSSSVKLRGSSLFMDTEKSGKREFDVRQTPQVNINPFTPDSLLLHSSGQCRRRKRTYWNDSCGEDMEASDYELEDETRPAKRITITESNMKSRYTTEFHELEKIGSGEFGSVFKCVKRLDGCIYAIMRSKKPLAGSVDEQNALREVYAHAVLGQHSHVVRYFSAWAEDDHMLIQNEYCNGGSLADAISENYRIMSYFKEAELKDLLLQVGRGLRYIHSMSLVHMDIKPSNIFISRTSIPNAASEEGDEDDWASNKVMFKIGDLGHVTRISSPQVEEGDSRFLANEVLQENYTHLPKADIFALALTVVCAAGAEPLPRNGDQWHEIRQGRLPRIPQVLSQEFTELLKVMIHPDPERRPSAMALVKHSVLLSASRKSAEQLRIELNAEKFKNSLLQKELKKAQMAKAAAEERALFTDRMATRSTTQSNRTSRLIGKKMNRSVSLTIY
Mdm2 ligase inh – inhibitors of human Mdm2 E3 ubiquitin ligase; hit rate 0.11% among 210,000; signal enhancement, % at 5 µM; AID 1230; cell-based MDM2 ubiquitination luciferase reporter, 2 h; 0 = plate control, 100 = twice control, blank-subtracted; Q00987;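 active = signal enhancement of 30% or more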;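 note: luminescence tracks abundance of the self-degrading MDM2-luciferase fusion protein; higher signal means inhibition of MDM2 E3 ligase activity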
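Assay system: stable mammalian line carrying autodegrading MDM2–luciferase fusion reporter; Input: 2000 cells in each well; Compound dosing: single-point 5 µM; Schedule: 2 h compound exposure at 37 °C; Signal: SteadyLite luciferase luminescence after 15 min room-temperature reagent incubation; Evaluation: % luminescence enhancement versus blank-corrected plate control mean; Benchmarks: plate controls and plate blanks.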
S1P4 agonist – human S1P4 receptor agonism | O95977 | hit rate 0.35% among 220,000 | S1P4-expressing cell line, agonist reporter assay | activation, % at 4.98 µM | AID 1509; in the data active = activation above about 11%;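 note: 0% = DMSO vehicle and 100% = reference agonist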
BaF3 tox – parental Ba/F3 viability inhibition as JAK2V617F counter-screen. hit rate 1.1% among 220,000. AID 1486. CellTiter-Glo ATP luminescence. inhibition, % at 5.6 µM;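 active = inhibition above a per-campaign cutoff, the mean inhibition of all tested compounds plus 3 SD, cut at about 27% in these data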;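 note: 0% = DMSO wells and 100% = JAK Inhibitor I control wells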
* marks the source's active call; other numbers are inactive results; nt = not tested or not shown; [ ] = dose if it differs, or a comment. Random draw from the library; any-hit rate near 4.1%.

SMILES	S1P4 antagonist	PERK inh	eIF4E-4G inh	Ba/F3 V617F tox	NPY-Y2 PAM-ag	Wee1 stabilizer	Mdm2 ligase inh	S1P4 agonist	BaF3 tox
O=C(O)CCC(=O)N1CCc2cc(S(=O)(=O)N3CCC(Cc4ccccc4)CC3)ccc21	-3.1	1.0	3.6[fluorescence artefact?]	-5.7	10.2	0.7	-2.6	-0.6	4.2
COc1ccc(OC2C(=O)N(Cc3ccc(F)cc3)C2c2cc(OC)c(OC)c(OC)c2)cc1 (stereo not drawn)	-8.7	0.5	2.6	-0.6	7.3	-1.2	-6.0	0.8	7.1
Cc1cc(C(=O)COC(=O)CNC(=O)c2ccc(Cl)c(Cl)c2)c(C)n1Cc1ccco1	-24.7	1.4	1.9[fluorescence artefact?]	-3.1	-12.5	0.8	-9.8	1.5	4.8
CCCCOC(=O)CCCN1C(=O)/C(=C2\SC(=S)N(CCCC(=O)OCCCC)C2=O)SC1=S	-1.5	0.2	-14.1	-0.3	-18.1	1.7	nt	1.1	-11.9
Cc1ccsc1/C=N\NC(=O)c1cc(C(C)(C)C)[nH]n1	-2.3	1.5	1.4	-1.1	9.1	44.4*	-7.4	0.4	-0.1
CCOC(=O)CSc1nnc(CNC(=O)c2cc(OC)c(OC)c(OC)c2)n1C	-6.6	-0.1	1.3[fluorescence artefact?]	6.2	-4.1	-2.0	2.6	2.1	5.1
CCOC(=O)N1CCN(C(c2cccc(OC)c2)c2sc3nc(C)nn3c2O)CC1 (stereo not drawn)	-14.1	1.0	-1.0	2.1	-8.1	-4.5	-3.9	-0.8	4.3
Cc1cccc(C)c1NC(=S)N(CCCN1CCN(C)CC1)Cc1cccs1	-25.0	0.2	-5.1	2.5	-2.0	-1.4	-8.7	3.1	2.8
Cc1ccc(NC(=O)CSc2nc(CSc3ccc(C)cc3)cc(=O)[nH]2)cc1	-0.5	0.0	4.1	0.3	-14.3	5.9	nt	3.2	5.0
Cc1ccsc1/C=C/c1ccc2cccc(O)c2n1	3.0	0.1	1.5	-1.8	-23.1	1.3	-1.1	1.2	2.8
CCOc1ccc(-n2c(SCc3ccc([N+](=O)[O-])cc3)nnc2-c2ccc(OC)cc2)cc1	-9.3	-0.5	-4.1	-3.9	-2.1	-1.9	-8.5	2.9	2.0
CCOC(=O)/C=C/C(=O)N1CCc2ccccc21	-6.4	1.4	-3.2[fluorescence artefact?]	-3.4	1.1	-0.1	-4.2	0.7	1.9
COCCn1nnnc1C(c1ccc(OC)c(OC)c1)N1CCc2ccccc21 (stereo not drawn)	1.9	0.8	0.4[fluorescence artefact?]	-3.3	20.8	7.5	-8.7	0.9	0.1
O=C(NCCCn1ccnc1)C(=O)NCC1OCCN1S(=O)(=O)c1ccc(Cl)cc1 (stereo not drawn)	7.5	1.1	-3.8	0.4	-5.7	4.7	nt	-0.4	4.8
COc1cc(Nc2nnc(C)s2)c(Cl)cc1Cl	-15.1	0.4	4.2	-2.0	-5.6	-0.9	-12.8	-1.4	7.2
COc1ccc2[nH]c(=O)c(CN(C(=O)c3ccccn3)c3ccccc3)cc2c1	-14.5	-0.3	-4.1	2.3	25.9	-2.5	8.4	1.1	3.2
CN(C)C(=S)Nc1cccc(-c2n[nH]c(=S)o2)c1	-15.8	1.8	0.3	-2.0	5.6	0.1	-0.1	0.9	2.2
CCC(C)N(CCNC(=O)CC1Oc2ccc(C)cc2NC1=O)C1CCCCC1 (stereo not drawn)	-12.7	-1.0	1.8	-1.1	-6.7	-2.9	-6.6	-4.5	1.8
Cn1cc(CN2CCN(CCO)CC2)c(-c2ccc(Oc3ccccc3)cc2)n1	-18.7	0.0	-0.5	0.7	5.7	0.2	-10.1	-0.5	4.6
Cc1ccc(-n2c(N)c(C(=O)Nc3c(C)n(C)n(-c4ccccc4)c3=O)c3nc4ccccc4nc32)cc1C	-0.2	-0.9	-2.1	-1.8	21.8	3.8	-17.4	0.2	1.6
COC(=O)C1CCN(C(=O)c2cc(=O)[nH]c3ccccc23)CC1	-3.9	1.1	0.7	1.9	18.7	-3.7	9.4	2.1	5.1
CCOc1nc(OCC)c2cnn(C)c2n1	-20.6	1.6	-0.3	-3.6	-1.9	-2.3	-2.6	-1.2	0.0
COCCNC(=O)c1cc(-c2cccnc2)nc2ccc(Br)cc12	-2.7	-1.6	-2.0	-1.9	-6.0	0.1	-7.3	1.4	-0.1
COC(=O)c1ccccc1N1CCS(=O)(=O)CC1	-1.8	-0.4	1.9	-2.1	14.6	-2.7	-18.1	-1.7	6.5
COC(=O)CNC(c1ccccc1)c1cc(Br)ccc1N (stereo not drawn)	-2.6	-0.5	-1.3	-0.7	-0.3	1.1	0.8	2.5	0.7
Later entries.
SMILES	S1P4 antagonist	PERK inh	eIF4E-4G inh	Ba/F3 V617F tox	NPY-Y2 PAM-ag	Wee1 stabilizer	Mdm2 ligase inh	S1P4 agonist	BaF3 tox
N#Cc1ccsc1NC(=O)CN1CCN(S(=O)(=O)c2ccc3ccccc3c2)CC1	-16.2	-1.2	-4.6	1.2	9.4	1.3	-15.3	0.7	8.8
Cc1cc(CNC(=O)COc2ccc(F)cc2Cl)cc(C)c1O	3.3	1.6	2.8	0.4	-24.1	0.1	-12.3	1.1	7.1
CC(=O)NC(Cc1cccc(F)c1)C(=O)NC1CCN(c2nnnn2-c2ccccc2)CC1 (stereo not drawn)	-5.2	0.5	-0.6	-0.1	4.7	-1.7	-5.9	2.2	4.5
CC(C)OCCCNC(=O)NC12CC3CC(CC(C3)C1)C2	14.6	0.7	-7.4	-0.4	8.8	0.9	-0.6	-0.8	2.4
Cc1ccccc1NC(=O)Nc1ccccc1Br	10.8	0.1	-7.7	0.6	0.3	2.9	-27.6	-2.5	5.2
CC(C)CN(C(=O)CN1CCN(c2ccccc2O)CC1)c1c(N)n(CC(C)C)c(=O)[nH]c1=O	-17.4	0.3	8.7	1.4	-1.9	-1.1	7.3	0.4	14.1
COc1ccc2c(C(=O)CN3CC(C)OC(C)C3)c[nH]c2c1 (stereo not drawn)	-18.3	-0.3	0.6	-2.1	0.2	2.0	-12.8	0.6	4.4
Cc1c(SCCO)c(=O)[nH]c2cc3c(cc12)OCO3	3.7	-0.5	4.0	1.8	-5.6	1.7	-14.4	-0.6	7.3
CCOC(=O)Cc1ncccc1C(=O)Nc1ccc(OC(F)(F)F)cc1	-25.3	0.3	-3.9	-2.2	-8.2	-0.5	1.5	0.5	3.6
Cc1cc(NC(=O)CSc2nc3ccsc3c(=O)n2CCCC(=O)NCCc2ccccc2)no1	6.6	0.2	0.9	4.8	-3.5	5.4	-1.5	-0.3	10.9
C=CCn1c(=N)n(CC(=O)c2cccc([N+](=O)[O-])c2)c2ccccc21	-8.7	0.3	-3.0	-3.9	-0.5	-3.1	-2.3	1.7	0.6
Cn1cc(CN2CCCC(CO)(Cc3cccc(Cl)c3)C2)cn1 (stereo not drawn)	-15.0	0.4	-0.6	0.3	-15.2	-0.1	3.2	0.6	3.2
Cc1ccc(OCCN2C(=O)CSC2=O)cc1	6.2	1.2	-5.2	-0.8	0.0	-2.6	-7.6	-1.2	0.8
O=S(=O)(Nc1ccc(S(=O)(=O)N2CCCCCC2)cc1)c1cccs1	1.9	0.5	2.7	0.4	1.7	-0.2	-9.6	-0.3	4.3
CCN1CCc2nc(N)sc2C1	-18.8	0.1	-3.1	-1.8	-1.6	-3.6	-8.2	0.6	-0.2
O=c1cc(CSc2ccc(Cl)cc2)nc(-c2ccccc2)[nH]1	-5.7	0.5	-2.9	-1.4	5.4	-0.1	-7.3	1.9	5.6
O=C(COC(=O)c1cccnc1Cl)Nc1ccccc1OC(F)F	-20.3	0.1	2.7	-1.5	10.7	-3.7	-5.8	-0.9	0.6
O=C(N1CCOCC1)N1CCN(S(=O)(=O)N2CCOCC2)CC1	-8.1	0.8	4.3[fluorescence artefact?]	1.8	-1.0	0.3	-2.0	0.6	0.2
COc1ccccc1N1CCN(C(=O)CSc2nnc(NC(=O)C(C)C)s2)CC1	-14.9	-1.9	0.7	2.6	2.9	-2.9	3.4	2.9	2.4
CC(C)c1nc2n[nH]c(N)c2c2c1CCCC2	-15.5	0.8	1.5	-1.2	-12.3	-1.8	-20.0	0.8	4.1
Cc1noc(C)c1COC(=O)c1cnc(Cl)c(Cl)c1	-30.4	1.3	5.8	-3.6	2.1	2.8	-7.5	-0.2	-3.7
CCC(C)(C)NC(=O)C(c1ccco1)N(C(=O)CNC(=O)c1cccs1)c1cccnc1 (stereo not drawn)	2.4	-0.2	2.3	4.3	-0.8	0.9	-14.0	-1.4	4.2
CSC1=NSC2=NC(=O)/C(=C/c3coc4ccccc4c3=O)C(=N)N12	-13.8	0.3	1.5[fluorescence artefact?]	-3.4	9.5	3.9	-10.7	0.9	2.8
CC1(C)CC(=O)c2c(O)cc(OCc3ccc([N+](=O)[O-])cc3)cc2O1	-10.6	1.3	-3.4	-4.1	2.2	2.1	-10.9	-1.2	4.3
CC(Sc1nnnn1C)C(=O)Nc1ccccc1 (stereo not drawn)	-6.5	1.5	0.4	-3.6	2.5	2.1	-12.2	-0.9	-1.1
Carrying on:
SMILES	S1P4 antagonist	PERK inh	eIF4E-4G inh	Ba/F3 V617F tox	NPY-Y2 PAM-ag	Wee1 stabilizer	Mdm2 ligase inh	S1P4 agonist	BaF3 tox
CCCN(CCO)Cc1ccc(Cl)c(Cl)c1	-16.0	0.9	-2.0	-4.4	-12.4	-0.1	3.6	0.2	2.7
O=C1C(=O)N(CCCn2ccnc2)C(c2cccnc2)/C1=C(/O)c1ccc(Br)cc1 (stereo not drawn)	8.6	0.4	nt	-1.1	-9.3	-1.4	nt	1.6	3.7
CCOc1ccc(NC(=O)N2CCN(S(C)(=O)=O)CC2)cc1	20.3	0.5	4.7	-1.3	-3.8	-0.2	-7.7	0.2	6.0
COc1ccc(C(C(=O)NC2CCCC2)N(C(=O)c2ccoc2C)c2ccc(C)cc2)cc1 (stereo not drawn)	-10.5	0.2	-7.4	-1.2	-19.1	6.7	-17.5	-3.7	4.5
CN(C1CCCCC1)S(=O)(=O)c1ccc(S(=O)(=O)N2CCN(CCC#N)CC2)cc1	-12.1	0.8	1.2	-3.2	-7.3	-0.4	-3.8	3.5	-0.9
COc1ccc(OCC(=O)Nc2ccc3c(c2)nc(CN2CCN(C(C)=O)CC2)n3C)cc1	-7.1	1.6	1.2	-1.1	-4.0	-0.4	-5.5	3.5	-3.4
CC(C)(C)c1ccc(C(CC(=O)O)NC(=O)CCCc2ccccc2)cc1 (stereo not drawn)	-8.0	0.5	4.0	0.6	-32.2	2.2	-12.9	0.5	1.9
Cc1ccc(S(=O)(=O)NNC(=O)Nc2ccc(Cl)cc2)cc1	-15.3	1.3	-7.2	-3.1	-4.0	0.5	1.7	-1.5	6.2
CCn1c(C)nc2cc(C(=O)NNS(=O)(=O)c3ccccc3F)ccc21	-17.6	0.3	5.7	-0.6	4.3	-0.8	-4.8	-0.2	1.5
Cc1ccc(S(=O)(=O)NCCc2ccncc2)cc1	-6.2	1.1	7.9	-1.8	0.2	-1.5	-0.6	-0.9	4.9
CCOC(=O)c1c(N2C(=O)C=CC2=O)sc(C)c1C	-15.6	1.7	6.5	-7.0	-3.7	-0.9	12.7	-4.5	7.0
